Compound activity from PubChem BioAssay.
LMNA splice mod: qHTS Assay for Modulators of Lamin A Splicing; HeLa LMNA splicing GFP/RFP minigene ratio, 48 h; Potency, µM (titrated, usually from 46.1 µM), for the others: at the highest dose ratio change, negative = inhibition, hits mostly inhibitors; 200,000 compounds, 0.01% hits; AID 1487, 2009; active means well fitted inhibition curve with a large enough effect in the signal ratio, with a control signal flat, not every such curve was filed as active; inconclusive means small, poorly fitted or top-dose-only effect, or effect the other way, or a change in a side signal; the % refers to the signal ratio; further: potency means the concentration at half of the fitted maximal effect; on the % scale 0 is the no-effect control and ±100 the full control effect
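Read-out is the ratio of GFP to DsRed2 object intensity, acquired by 488 nm laser-scanning cytometry on HeLa lamin A-EGFP minigene reporter cells. Compound incubation 48 hrs at 37 °C in Opti-MEM with 2% FBS; DMSO 0.5% final.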
HttQ103 aggreg: qHTS Multiplex Assay to Identify Dual Action Probes in a Cell Model of Huntington: Aggregate Formation (GFP); 220,000 compounds, 1.1% hits; PC12 HttQ103-GFP aggregates, Acumen cytometry, 40 h; Potency, µM (series often up to 46.1 µM), inactives show top-dose activity change, negative = inhibition, most hits filed as inhibitors; further: potency means the concentration at half of the fitted maximal effect; on the % scale 0 is the no-effect control and ±100 the full control effect; nearly all actives have a fitted effect of over 60% in size
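Compounds (qHTS titration) were added to PC12 cells expressing an ecdysone-driven HTT exon 1 Q103–GFP fusion after induction with 100 nM tebufenozide. Aggregate formation was measured as GFP objects in cell lysates.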
HTT cytoprotect: qHTS Multiplex Assay to Identify Dual Action Probes in a Cell Model of Huntington: Cytoprotection (ATP). PC12 HTT-Q103 induced, cytoprotection, ATP luminescence, 40 h. Potency, µM (doses to about 56.4 µM), for the others: cytoprotection (ATP increase), usual class: activators. 230,000 compounds, 0.14% hits;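 further: potency means the concentration at half of the fitted maximal effect; % of control where 0% means no effect; nearly all actives have a fitted effect of over 45% in size; toxic huntingtin expression switched on by the ecdysone agonist tebufenozide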
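ATP quantification (ATPlite) reports survival of PC12 cells in which tebufenozide, 100 nM final, switches on Htt exon 1 with 103 glutamines linked to GFP; compounds are titrated.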
IMPase Li cell: qHTS Assay for Identifying the Cell-Membrane Permeable IMPase Inhibitors: Potentiation with Lithium; CHO-M1 cells, IP1 TR-FRET (IP-One), carbachol + lithium; Potency, µM (top dose mostly 59.4 µM), for inactives: at the top dose activity, negative = IMPase inhibition, usual class: inhibitors; 210,000 compounds, 0.35% hits;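 further: IP1 builds up when IMPase is blocked and the TR-FRET signal falls; potency means the concentration at half of the fitted maximal effect; plate controls were basal vehicle for no effect and high inhibitor control for full effect; nearly all actives have a fitted effect of over 50% in size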
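CHO-M1, 2000 cells/well, 16–30 h culture; cpd + low Li+, 30 min 37C; lysis with d2-IP1/Eu-anti-IP1 Ab, 10 min RT; TR-FRET 665/620 ratio and 620 channel; AC50 via Hill.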
CBFb RUNX1 block: qHTS Assay for Compounds Blocking the Interaction Between CBF-beta and RUNX1 for the Treatment of Acute Myeloid Leukemia. Runt-related transcription factor 1 (Homo sapiens) + Core-binding factor subunit beta …. AlphaScreen CBFb-His/RUNX1-biotin binding, biochemical. Potency, µM (top dose mostly 59.8 µM), without a hit: at the highest dose activity, negative = inhibition, usual class: inhibitors. 230,000 tested, under 10 active. AID 1477, 2009; further: % of control where 0% means no effect
Target sequence (Q01196 whole entry, looked up): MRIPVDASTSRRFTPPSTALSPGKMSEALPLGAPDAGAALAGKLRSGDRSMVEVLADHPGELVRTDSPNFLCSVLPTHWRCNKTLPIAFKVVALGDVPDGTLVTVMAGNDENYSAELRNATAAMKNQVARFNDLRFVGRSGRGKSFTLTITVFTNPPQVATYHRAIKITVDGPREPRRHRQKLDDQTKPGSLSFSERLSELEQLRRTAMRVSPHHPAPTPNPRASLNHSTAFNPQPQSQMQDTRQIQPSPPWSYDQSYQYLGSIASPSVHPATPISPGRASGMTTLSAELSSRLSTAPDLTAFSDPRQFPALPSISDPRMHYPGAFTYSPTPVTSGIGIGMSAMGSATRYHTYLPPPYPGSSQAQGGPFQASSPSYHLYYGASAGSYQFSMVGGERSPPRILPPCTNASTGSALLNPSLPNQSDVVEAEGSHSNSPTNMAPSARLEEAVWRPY
Target sequence (Q13951 whole entry, looked up): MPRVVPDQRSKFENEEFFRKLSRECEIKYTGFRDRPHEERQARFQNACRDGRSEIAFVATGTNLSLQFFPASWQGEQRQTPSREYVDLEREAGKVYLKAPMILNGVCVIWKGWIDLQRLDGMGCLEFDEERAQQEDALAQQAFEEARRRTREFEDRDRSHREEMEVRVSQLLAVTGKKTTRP
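Room-temperature protein-protein interaction test with 30 nM each of His-tagged CBF-beta and biotinylated RUNX1, 15 min with compound, then 90 min with nickel plus streptavidin beads. Signal read in AlphaScreen mode.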
KinaseGlo FLuc: Counterscreen for Luciferase (Kinase-Glo TM) Inhibition; Kinase-Glo luciferase, ATP luminescence, 8 min; 200,000 compounds, 0.28% hits; Potency, µM (series often up to 38.3 µM), for inactives: at the top dose activity change, negative = inhibition, most hits filed as inhibitors; AID 1379, 2008; further: potency means the concentration at half of the fitted maximal effect; on the % scale 0 is the no-effect control and ±100 the full control effect; nearly all actives have a fitted effect of over 60% in size
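Substrate mix (final 50 mM imidazole pH 7.2, 50 mM KCl, 7 mM MgCl2, 10 uM ATP, 0.01% Tween 20, 0.05% BSA) plus pin-tool compound, then Kinase-Glo detection mix; 8 min ambient, luminescence read.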
SMN2 splice up: qHTS Assay for Enhancers of SMN2 Splice Variant Expression; 210,000 compounds, 2.8% hits; HEK293 SMN2-luciferase splicing reporter, luminescence, 30-36 h; AID 1458, 2008; Potency, µM (titrated, usually from 46.1 µM), for the others: at the top dose activity change, positive = activation, hits mostly activators; further: potency means the concentration at half of the fitted maximal effect; % of control where 0% means no effect; nearly all actives have a fitted effect of over 55% in size
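qHTS luciferase splicing reporter: luminescence rises when SMN2 exon 7 is included in transfected HEK293 cells. Compound exposure lasted 30-36 h at 37C, with 4.5 mM final sodium butyrate as control, followed by a ONE-Glo read.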
* hit, by the source's call; ? = inconclusive; · = no result given; [ ] = dose if it differs, or a comment. Unless noted, the call rests on the fitted dose curve; in most records, active means well fitted curve in the direction sought with a large enough effect; inconclusive means small, poorly fitted or top-dose-only effect, or another doubt; inactive means no such curve, though single readings can be large; an effect the other way counts as inactive or inconclusive.

Values run as follows: LMNA splice mod	HttQ103 aggreg	HTT cytoprotect	IMPase Li cell	CBFb RUNX1 block	KinaseGlo FLuc	SMN2 splice up
> Cc1cccnc1Nc1nc(-c2ccc(O)c(O)c2)cs1
  -13%	-46%	-66%[inhibitor]	25%[38.3 µM]	?	-3%	3%
> CC(C)(C)c1nc[nH]c(=O)c1Br
  5%	-11%	·	-6%	8%	1%	8%
> COc1ccc(N=C2SC(C(=O)Nc3ccc(OC)cc3)CC(=O)N2CCN2CCOCC2)cc1 (centres undefined)
  -4%	27%	·	-2%	-1%	0%	-7%
> CC1CCC/C(=C\Nc2ccc3c(c2)OCO3)C1=O (centres undefined)
  3%	14%	-18%	8%[38.3 µM]	-13%	-20%	?
> CCCC(=O)c1ccc(N2CCC(C)CC2)c(F)c1
  5%	14%	·	-3%	4%	-1%	?
> O=C(NC1CCCC1)c1csc2c1CCCC2
  18%	?	-2%	-6%[38.3 µM]	10%	-2%	-9%
> Cc1cc(C)n(CCOc2ccc(Cl)cc2Cl)n1
  5%	-13%	1%	11%[38.3 µM]	6%	-1%	-8%
> COc1cccc(OCC(Cn2c(C)nc3ccccc32)OC(C)=O)c1 (centres undefined)
  ·	-2%[9.22 µM]	-30%	7%	-1%	3%	-25%
> CCCn1c(N)c(C(=O)CSc2nc(C)cs2)c(=O)n(C)c1=O
  4%	-28%	-25%	5%[38.3 µM]	0%	-2%	-52%[inhibitor]
> CCOC(=O)c1ccc(N=C2NC(=O)CS2)cc1
  -1%	-4%	3%	22%[38.3 µM]	1%	5%	?
> COc1ccc(N(CC(=O)Nc2cc(OC)ccc2OC)S(C)(=O)=O)cc1
  -12%	-5%	2%[10 µM]	-4%	4%	5%	8%
> CC(C)C1COc2cc3oc(=O)ccc3cc2O1 (centres undefined)
  ·	·	-17%	5%	18%	-8%	8%
> Cc1ccc(N2CC(C(N)=O)CC2=O)cc1C (centres undefined)
  -5%	11%	0%[0.074 µM]	7%[38.3 µM]	15%	0%	7%
> CCCCOc1ccc(NC2=NC3(CCCCC3)N=C(N)N2)cc1
  -19%	-21%	-4%[10 µM]	16%	3%	-3%	3%
> CCOC(=O)C1CCN(C(=O)CCc2c(C)nc3cc(-c4ccccc4)nn3c2C)CC1
  7%	1%	-14%	6%[38.3 µM]	-2%	0%	-17%
> COc1ccc(OCC(=O)N2CCN(C(=O)c3ccc([N+](=O)[O-])cc3)CC2)cc1
  ·	14%[9.22 µM]	-1%[10 µM]	3%	-11%	0%	·
> Cc1cc2ccccc2n2c(SCC(=O)N3CCN(C(=O)c4ccco4)CC3)nnc12
  5%	-5%	-22%[10 µM]	·	3%	·	·
> CCOc1ccc2nc(C)cc(Nc3ccc(N4CCOCC4)cc3)c2c1
  6%	3%	·	4%	-13%	-1%	-10%
> O=C(Nc1nccs1)c1ccc(-c2cccc([N+](=O)[O-])c2)o1
  ?	-8%	-84%[inhibitor]	-4%	-2%	-3%	3%
> COc1ccc(CC(=O)NCc2n[nH]c(=S)n2-c2ccc(F)cc2)cc1
  ?	6%	7%[10 µM]	0%	2%	-3%	-3%
> Cc1nn(-c2ccccc2)c(C)c1C(=O)NCc1ccc(F)cc1
  -7%	0%	30%[10 µM]	-2%	-22%	-2%	5%
> O=C(Cn1c(=S)[nH]c2ccccc2c1=O)NCCc1ccccc1
  ·	19%	·	?	11%	1%	-2%
> OCCN(CCO)CC(O)CN(c1ccccc1)c1ccccc1 (centres undefined)
  ·	1%[9.22 µM]	33%[10 µM]	·	4%	·	·
> CCOc1ccc(NC(=O)c2oc3ccccc3c2NC(=O)CC)cc1
  5%	-24%	-56%[inhibitor]	-11%[38.3 µM]	3%	-1%	1%
> COc1c(Br)cc2c(C)c(C(=O)N3CCOCC3)oc2c1Br
  12%	-28%	-11%	14%[38.3 µM]	0%	2%	32%
> CCOC(=O)CNc1nc(OCC#N)nc(N2CCOCC2)n1
  1%	-11%	-2%	-11%[38.3 µM]	3%	-3%	-9%
> Cc1cc(O)c(C=O)c2c1C(=O)Oc1c(CO)c(O)c3c(c1O2)C(O)OC3=O (centres undefined)
  ·	28%[9.22 µM]	1%[10 µM]	-1%	·	·	·
> CCCC(C)NC(=O)c1cc(Cl)ccc1OC (centres undefined)
  -8%	0%	0%	10%[38.3 µM]	1%	-5%	0%
> CCCn1c(=NC(=O)c2ccco2)c(C(=O)OCC)cc2c(=O)n3ccccc3nc21
  2%	4%	12%	10%[38.3 µM]	-4%	1%	16%
> Cc1c(/C=N\NC(=O)c2csc3ccccc23)cnn1C
  5%	15%	-15%	7%[38.3 µM]	-2%	-1%	-2%
> COCCCNCCOCCSc1ccc(Cl)cc1
  ?	0%	·	-4%	3%	-1%	-5%
> Cn1cccc2[nH]c(=O)nc1-2
  ·	-15%[9.22 µM]	-2%[10 µM]	·	0%	·	·
> CC(C)(C)CC(=O)NC(=S)NCCc1ccccc1
  7%	-31%	-17%	10%[38.3 µM]	10%	-3%	-6%
> Cc1[nH]nc2c1C(c1ccc(F)cc1)C1=C(CC(C)(C)CC1=O)N2 (centres undefined)
  3%	10%	34%	27%[38.3 µM]	11%	-2%	-4%
> COc1ccc(Nc2nc(N)c([N+](=O)[O-])c(NCc3ccccc3)n2)cc1
  ·	23%[9.22 µM]	28%[10 µM]	·	-25%	·	·
> Cc1nc2nc[nH]n2c(=O)c1NS(=O)(=O)c1ccc(C(C)(C)C)cc1
  ·	-10%	-33%[inhibitor]	0%	-3%	1%	1%
> Cc1nc(C)c(C(=O)N/N=C/c2c[nH]c3ccccc23)s1
  -11%	13%	-1%	10%[38.3 µM]	-7%	15%	11%
> O=C(O)c1ccc(NC(=S)NC(=O)c2cccc(COc3ccccc3)c2)cc1
  ?	13%[9.22 µM]	13%[10 µM]	12%	-11%	3%	·
> CC(C)(C)NC(=O)CN(C(=O)C1(C)CC(=O)N=C2C=CC=CN21)C1CCCC1 (centres undefined)
  -2%	-2%	2%	8%[38.3 µM]	0%	0%	-4%
> c1cnc(N2CC[N+]3(CCCC3)CC2)nc1
  -1%	-7%	0%[0.074 µM]	19%[38.3 µM]	1%	10%	8%
> COc1ccc(C(=O)NNC2=NCCCCC2)cc1
  -1%[46 µM]	9%	-22%	-4%	0%	2%	12%
> O=C(Nc1ccccc1C(=O)NCCCn1ccnc1)c1ccccc1
  -4%	-9%	-10%	-4%[38.3 µM]	-4%	-9%	-12%
> CCOC(=O)CCNC(=O)Nc1ccc2nc(C)n(Cc3cccc(Cl)c3)c(=O)c2c1
  3%	?	-7%[10 µM]	21%[38.3 µM]	-3%	3%	19%
> O=C(CSc1nccc(=O)[nH]1)Nc1cccc(S(=O)(=O)N2CCOCC2)c1
  ·	-7%	6%	-4%	2%	·	·
> Clc1ccc2[nH]c3c(NCCCN4CCOCC4)ncnc3c2c1
  ?	?	6%	3%[38.3 µM]	-2%	-1%	-7%
> c1ccc(-n2ncc3c2ncn2nc(CSc4nc5ccccc5s4)nc32)cc1
  ?	3%	1%[0.074 µM]	-11%[38.3 µM]	-4%	-4%	-2%
> Cc1nc2ccccc2c(=O)n1/N=C/c1c(O)ccc2oc3c(c12)CCCC3
  4%	?	-71%[inhibitor][10 µM]	43%[38.3 µM]	-2%	-5%	17%
> Clc1cccc(N/N=C/c2ccc(N3CCOCC3)cc2)c1
  0%	15%	-20%	3%[38.3 µM]	-2%	1%	?
> CCOc1cc(C(=O)OCC(=O)c2c[nH]c3ccccc23)ccc1OCC(=O)N1CCOCC1
  16%	5%	-11%	17%[38.3 µM]	3%	-6%	-9%
> CCc1cn([C@H]2C[C@H](O)[C@@H](CO)O2)c(=O)[nH]c1=O
  ?	14%	·	-1%	6%	1%	-2%
> COc1cccc(OCCCCCN2CCOCC2)c1
  11%	15%[9.22 µM]	12%	10%[38.3 µM]	2%	4%	?
> Cc1[nH]nc(SCC(=O)N2CCOCC2)c1[N+](=O)[O-]
  ·	23%	·	-4%	5%	-1%	13%
> COc1ccc(/C=N/n2cnnc2SCCO)cc1OC
  10%	33%	-22%	-7%[38.3 µM]	-2%	-5%	13%
> Cc1cc(C(=O)CCC(=O)N2CCN(c3ccccc3F)CC2)c(C)s1
  22%[46 µM]	17%	-7%[10 µM]	-2%	13%	6%	-11%
> c1ccc2c(c1)ncn2CCn1cnc2ccccc21
  -6%	-6%	-9%[0.074 µM]	-4%[38.3 µM]	8%	1%	-5%
> COc1ccc(-c2noc(CCC(=O)O)n2)cc1
  ?	-3%	·	-8%	-12%	-1%	-17%
> CC(=O)Nc1cccc(-c2nnc(SCC(=O)n3c4c(c5ccccc53)CCCC4)n2C)c1
  4%	-12%	16%	23%[38.3 µM]	-4%	-5%	17%
> O=C(O)C(CCCCN1C(=O)c2ccccc2C1=O)N1C(=O)c2ccccc2C1=O (centres undefined)
  1%	-5%	-1%	-12%[38.3 µM]	4%	3%	1%
> CC(C)n1cnc2c(N(C)c3cccc(Cl)c3)nc(N(CCO)CCO)nc21
  ·	?	-2%[10 µM]	·	-4%	·	·
> COCCNC(=O)c1cccc(NS(=O)(=O)c2cccc3cccnc23)c1
  2%	1%	·	9%	3%	-4%	-3%

One compound at a time (already shown). Screens in order: LMNA splice mod	HttQ103 aggreg	HTT cytoprotect	IMPase Li cell	CBFb RUNX1 block	KinaseGlo FLuc	SMN2 splice up
Shown for Cc1nc2nc[nH]n2c(=O)c1NS(=O)(=O)c1ccc(C(C)(C)C)cc1 : ·	-10%	-33%[inhibitor]	0%	-3%	1%	1%
Shown for CC1CCC/C(=C\Nc2ccc3c(c2)OCO3)C1=O (centres undefined) : 3%	14%	-18%	8%[38.3 µM]	-13%	-20%	?
Shown for COc1cccc(OCCCCCN2CCOCC2)c1 : 11%	15%[9.22 µM]	12%	10%[38.3 µM]	2%	4%	?
